Tb PGK inh = T. brucei PGK inhibition; P07378; PGK/GAPDH coupled, Kinase-Glo luminescence, 60 min; Potency, µM (titrated, usually from 57.5 µM), for inactives: at the highest dose activity change, negative = inhibition, most hits filed as inhibitors; 380,000 tested, 0.043% active; note: potency is the fitted concentration of half-maximal effect; % is set by controls: 0 for no effect and ±100 for the full control effect; nearly all actives have a fitted effect of over 60% in size
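Recombinant glycosomal PGK reaction used 1,3-bisphosphoglycerate generated in-well by GAPDH (100nM final) in 100mM TEA pH 7.6, 5mM MgCl2, 0.01% Tween-20. After 60 minutes at room temperature, ATP was read by Kinase-Glo Plus luminescence end-point.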
HP1b binding inh = HP1-beta chromodomain-methylated histone interaction inhibition. AID 540317. 390,000 tested, 0.56% active. Potency, µM (top dose mostly 114 µM), without a hit: top-dose activity change, negative = inhibition, most hits filed as inhibitors. AlphaScreen HP1-beta / biotin-H3K9me3 peptide binding; note: potency is the fitted concentration of half-maximal effect; nearly all actives have a fitted effect of over 70% in size; inactives centre near 23
Target sequence (P83916 whole entry, looked up): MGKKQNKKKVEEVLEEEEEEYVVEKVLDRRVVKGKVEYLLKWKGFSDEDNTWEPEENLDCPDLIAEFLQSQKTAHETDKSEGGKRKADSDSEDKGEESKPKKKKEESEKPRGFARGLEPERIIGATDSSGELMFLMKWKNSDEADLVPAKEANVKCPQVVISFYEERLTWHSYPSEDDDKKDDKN
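Compound inhibition of the preformed complex between 50 nM HP1-beta and 50 nM biotinylated H3K9me3 peptide was read by AlphaScreen. Buffer was PBS pH 7.4 with 0.01% Tween-20. Incubations ran 30 min at room temperature, with 10 ug/mL donor/acceptor beads.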
PI4K2A inh = blocks human PI4K2A kinase activity; Q9BTU6; purified PI4K2A, ADP-Glo luminescence, 1 h; hits give low values; activity change, negative = inhibition, % at 76.9 µM; 420,000 tested, 0.13% active; AID 1346378; in the data active = activity change below about -50%; inconclusive = mostly about -30% to -49%;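 note: -100% = wells without enzyme as full effect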
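Compounds are screened against recombinant PI4K2A using PI as substrate and ATP, the latter dispensed at 300 microM. Reactions run one hour at ambient temperature before ADP-Glo detection; full inhibition defined by wells lacking enzyme.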
ERG Ets-DNA blk = blocks human ERG Ets domain binding to DNA; P11308; fluorescence polarization, His-ERG Ets domain / labelled DNA; Potency, µM (doses to about 76.9 µM), without a hit: at the top dose FP activity, negative = inhibition, hits mostly inhibitors; 370,000 tested, 0.028% active; AID 624246; active = well fitted inhibition curve with a large enough effect in the polarisation, with a control signal flat; inconclusive = small, poorly fitted or top-dose-only effect, or effect the other way, or a change in a side signal; inactive = no such curve, though single readings can be large or run the other way; the % refers to the polarisation;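 note: polarization taken with two DNA probes labelled with fluorescein and Texas red; potency is the fitted concentration of half-maximal effect; % of control where 0% means no effect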
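His-tagged ERG Ets domain (1 uM in the protein solution; 300mM KCl, 50mM Tris-HCl, 1mM EDTA, 1mM DTT, pH 7.5) received compound, then a probe mix of 5 nM fluorescein-DNA and 100nM Texas-615-DNA. Fluorescence polarization was read for both dyes.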
G9a block = G9a (human) methyltransferase inhibition; Q96KQ7; G9a H3K9 monomethylation, AlphaScreen, 2 h; Potency, µM (doses to about 102 µM), for inactives: at the top dose activity, negative = inhibition, usual class: inhibitors; 350,000 tested, 8.8% active; note: potency is the fitted concentration of half-maximal effect; % is set by controls: 0 for no effect and ±100 for the full control effect; nearly all actives have a fitted effect of over 75% in size
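Quantitative HTS format: methyltransferase activity on a biotin-tagged H3K9 peptide is measured by AlphaScreen, using a rabbit anti-monomethyl-H3K9 antibody with streptavidin donor and anti-IgG acceptor beads. Final levels are 20 nM enzyme, 500 nM peptide, 20 uM SAM; 2 h RT.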
BAZ2B inh = inhibitors of human BAZ2B bromodomain; AlphaScreen BAZ2B-H3K14Ac peptide displacement; Potency, µM (doses to about 114 µM), for inactives: top-dose activity change, negative = inhibition, hits mostly inhibitors; 360,000 tested, 4.4% active; AID 504333; Q9UIF8; note: potency is the fitted concentration of half-maximal effect; % is set by controls: 0 for no effect and ±100 for the full control effect; nearly all actives have a fitted effect of over 60% in size
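Multi-concentration screen (max 110 uM) measuring displacement of acetylated histone H3 peptide from BAZ2B by AlphaScreen, using 50 nM protein, 50 nM peptide and 10 ug/mL streptavidin donor plus Ni-chelate acceptor beads.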
JMJD2A Tudor inh = blocks the human JMJD2A Tudor domain; O75164; AlphaScreen JMJD2A-Tudor / H3K4me3 peptide binding; Potency, µM (top dose mostly 114 µM), inactives show top-dose activity change, negative = inhibition, actives largely listed as inhibitors; 390,000 tested, 4.4% active; note: potency is the fitted concentration of half-maximal effect; % is set by controls: 0 for no effect and ±100 for the full control effect; nearly all actives have a fitted effect of over 50% in size
Pin1 inhibitor = blocks the human prolyl isomerase Pin1. Pin1 FP peptide displacement, HiFluor488, 10 min. 390,000 tested, 0.009% active. AID 504891. Q13526. Potency, µM (highest dose often 115 µM), inactives show top-dose activity, negative = inhibition, actives largely listed as inhibitors; active = well fitted inhibition curve with a large enough effect in the polarisation, with a control signal flat, not every such curve was filed as active; inconclusive = small, poorly fitted or top-dose-only effect, or effect the other way, or a change in a side signal; inactive = no such curve, though single readings can be large or run the other way; the % refers to the polarisation; note: potency is the fitted concentration of half-maximal effect; % is set by controls: 0 for no effect and ±100 for the full control effect
GLS inhibitor = glutaminase GLS (human) inhibition; GLS enzymatic activity, qHTS titration; Potency, µM (titrated, usually from 45.5 µM), without a hit: top-dose activity change, negative = inhibition, usual class: inhibitors; AID 624170; 410,000 tested, 0.21% active; note: potency is the fitted concentration of half-maximal effect; % is set by controls: 0 for no effect and ±100 for the full control effect
Target sequence (O94925 whole entry, looked up): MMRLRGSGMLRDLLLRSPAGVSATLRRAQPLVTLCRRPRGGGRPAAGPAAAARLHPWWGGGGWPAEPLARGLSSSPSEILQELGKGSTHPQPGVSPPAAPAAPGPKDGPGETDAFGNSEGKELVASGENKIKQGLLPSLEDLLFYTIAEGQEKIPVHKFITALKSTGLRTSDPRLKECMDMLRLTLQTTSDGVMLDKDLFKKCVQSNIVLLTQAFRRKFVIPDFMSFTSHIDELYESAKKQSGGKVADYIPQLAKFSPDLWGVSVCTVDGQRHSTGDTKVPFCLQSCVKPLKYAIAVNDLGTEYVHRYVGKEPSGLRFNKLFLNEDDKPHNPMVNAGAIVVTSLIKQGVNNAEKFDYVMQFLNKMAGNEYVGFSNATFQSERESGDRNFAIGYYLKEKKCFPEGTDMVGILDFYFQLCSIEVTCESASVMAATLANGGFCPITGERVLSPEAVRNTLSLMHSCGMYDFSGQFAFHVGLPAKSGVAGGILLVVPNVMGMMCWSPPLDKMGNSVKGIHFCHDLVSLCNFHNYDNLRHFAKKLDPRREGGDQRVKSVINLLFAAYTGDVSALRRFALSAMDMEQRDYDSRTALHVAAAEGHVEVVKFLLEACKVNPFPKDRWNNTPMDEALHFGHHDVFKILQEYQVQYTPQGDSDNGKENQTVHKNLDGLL
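Enzyme dispensed in phosphate buffer (45 mM, pH 8.2, 0.02% Tween-20), compounds pinned in, then 1 mM L-glutamine solution and the glutamate oxidase–HRP–Amplex Red mix added; fluorescence read immediately and again after 30 min at room temperature.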
An asterisk follows results filed as active; i = inactive; ? = inconclusive; nt = no result given; [ ] = another dose, or the depositor's remark. Unless noted, calls come from the whole dose curve; as a rule, active = well fitted curve in the direction sought with a large enough effect; inconclusive = small, poorly fitted or top-dose-only effect, or another doubt; inactive = no such curve, though single readings can be large; an effect the other way counts as inactive or inconclusive.

Compound	Tb PGK inh	HP1b binding inh	PI4K2A inh	ERG Ets-DNA blk	G9a block	BAZ2B inh	JMJD2A Tudor inh	Pin1 inhibitor	GLS inhibitor
COc1ccc(-c2cc(C#N)nc(N3CCN(c4ccccc4)CC3)n2)cc1	4.5%	46.4%	1.0	-2.1%	?	-26.6%	-12.9%	-9.3%	12.7%
Cc1ccc(C2C=C(c3ccccc3)Nc3nc(NS(C)(=O)=O)nn32)cc1 (stereo unspecified)	-3.6%	22.0%	-4.0	1.9%	20µM*	0.4%	-5.2%	?	-0.9%
CC(=O)c1ccc(N(C(=O)CNC(=O)c2ccco2)C(C(=O)NC2CCCC2)c2ccc(C)o2)cc1 (stereo unspecified)	-5.5%	17.6%	-2.8	11.6%	-3.7%	-11.6%	-11.2%	-7.7%	3.1%
Cc1ccc(C(=O)CSc2nc3c([nH]2)c(=O)n(C)c(=O)n3C)cc1	-2.2%	6.1%	-1.2	6.7%	39.8µM*	-14.0%	-2.1%	-18.1%	0.1%
O=S1(=O)C=C(SCc2ccc(F)cc2)Nc2ccccc21	8.6%	41.7%[activator]	18.5	-19.9%	-8.6%	-13.2%	-8.3%	-0.4%	10.0%
O=C(Cn1nc(CNc2ccc(Cl)cc2)[n+]2c1CCCCC2)c1ccc(Br)cc1	2.6%	-10.5%	-3.7	11.0%	?	?	-33.6%	31.9%[activator]	-12.6%
COc1cccc(-c2noc(CCC(=O)NCC3CCCO3)n2)c1 (stereo unspecified)	5.9%	33.2%	1.5	-3.1%	2.2%	-10.6%	2.1%	3.9%	3.0%
CCCCCn1c(N(C)Cc2ccccc2)nc2c1c(=O)[nH]c(=O)n2C	-2.5%	15.9%	0.7	1.1%	?	-1.9%	-24.1%	-3.3%	4.0%
O=C(Oc1ccc(-c2nnco2)cc1)C1CCN(C(=O)c2ccc(F)cc2)CC1	i	20.7%	9.4	-1.2%	nt	-7.2%	-16.1%	-8.7%	3.8%
COc1ccc(C2=NN(S(C)(=O)=O)C(c3cccs3)C2)cc1 (stereo unspecified)	13.8%	26.3%	2.3	1.7%	nt	-19.5%	-15.1%	-11.2%	-11.6%
Cc1occc1-c1nnc(SCC(=O)Nc2ccccn2)o1	7.5%	21.9%	3.2	-0.8%	38.0%[activator][59 µM]	-25.2%	-6.5%	9.8%	-4.6%
C/C(=N\NC(=O)c1ccc(F)cc1)c1ccc(NC(=O)Cc2ccccc2)cc1	-3.2%	15.1%	-11.5	12.7%	-22.2%	-17.5%	-7.6%	0.8%	-19.0%
CC1=NN(C(N)=S)C(=O)C1N=Nc1ccccc1C(=O)O (stereo unspecified)	-2.2%	46.0%[activator]	5.8	-11.0%	5.9%	-14.5%	0.7%	3.7%	-9.5%
CCCCCC(C(=O)O)C(C)CC(=O)NC1CCCCC1 (stereo unspecified)	-2.0%	43.7%	-3.0	-1.2%	-19.6%	-31.6%	-9.1%	1.2%	1.1%
Cc1occc1C(=O)NN=C1C2CC3CC(C2)CC1C3	-5.6%	20.0%	-12.4	-1.7%	-4.8%[59 µM]	2.1%	-17.2%	-15.0%	0.4%
COc1ccc2cc(C(=O)C3CCCN(C(=O)c4cncs4)C3)ccc2c1 (stereo unspecified)	-7.2%	12.4%	-0.2	-14.8%	21.5%	-16.1%	-13.1%	-9.0%	-4.4%
O=C(COc1ccc(Br)cc1CO)Nc1ccccc1	-4.9%	3.5%	4.6	5.2%	35.7%	3.2%	-8.5%	11.4%	8.8%
Cn1c(/C=N/n2cnnc2)nc2ccccc21	1.2%	24.4%	-0.2	nt	0.9%[59 µM]	-0.8%	-9.9%	-0.5%	0.3%
CCOC(=O)c1cc(NC(=O)COc2ccc([N+](=O)[O-])cc2)cc(C(=O)OCC)c1	-11.5%	19.6%	-5.8	11.5%	-0.4%[59 µM]	-1.0%	-21.9%	22.8%	-7.9%
CC(NC(=O)COc1ccc(-c2ccccc2)cc1)C1CCCO1 (stereo unspecified)	i	24.7%	-6.8	1.4%	nt	-3.1%	-6.7%	-4.7%	-0.3%
CCOc1ccc(S(=O)(=O)N2CCCC(C(=O)NCC3CCCO3)C2)cc1 (stereo unspecified)	i	30.0%	-5.6	7.5%	7.6%	-4.0%	-20.8%	-7.7%	1.8%
Cc1ccc(C)c(Nc2nn3c(=O)c4ccc(C(=O)NC5CCCCC5)cc4nc3s2)c1	i	7.9%	0.3	0.7%	-19.3%[59 µM]	-14.4%	-8.3%	1.0%	-10.3%
CNC(=S)NCCc1cc2c(OC)ccc(OC)c2[nH]c1=O	nt	7.6%	1.8	-14.1%	?	nt	17.8µM*	-3.5%	30.7%[activator]
O=C(NCc1ccccc1Cl)C1CCCN(c2nc3ccccc3n3cccc23)C1 (stereo unspecified)	-4.8%	47.6%[activator]	-1.1	-2.7%	-44.0%[59 µM]	-24.1%	-17.4%	0.3%	-7.2%
CCCC(C(=O)Nc1cccc(S(=O)(=O)N2CCCC2)c1)c1ccccc1 (stereo unspecified)	-2.7%	25.6%	-2.8	10.6%	15.8µM*	3.8%	4.4%	-3.6%	-12.1%
O=C(CNCC1CCCO1)N1CCCc2ccccc21 (stereo unspecified)	-7.1%	?	9.9	-4.0%	?	56.2µM*	3.98µM*	-0.8%	1.8%
COc1ccc(S(=O)(=O)N2CCCCC2)cc1NC(=O)CNc1ccccc1N1CCCC1=O	i	10.5%	-3.6	2.1%	11.2%[2.33 µM]	2.3%	-18.3%	0.7%	6.3%
CCN(/N=C/C=C/c1ccccc1)c1cc(=O)n(C)c(=O)[nH]1	5.2%	15.1%	-4.0	12.3%	-11.4%	?	-22.4%	0.8%	8.9%
CCn1c(-c2cc(-c3cc(OC)ccc3OC)nc3ccccc23)n[nH]c1=S	-6.8%	28.0%	-4.5	-2.9%	3.55µM*	?	20µM*	0.8%	-10.4%
COc1ccc(C)cc1S(=O)(=O)N1CCCC(C(=O)N2CCOCC2)C1 (stereo unspecified)	-5.4%	32.0%	3.5	8.6%	nt	4.0%	0.0%	-6.5%	-3.7%
C/C(N)=C(/C#N)C(=O)COC(=O)c1ccc(OCC2CCCO2)cc1 (stereo unspecified)	-10.0%	-10.2%	1.9	-1.9%	?	4.4%	-7.0%	22.3%	0.3%
NC(=O)c1cc([N+](=O)[O-])ccc1NCc1ccc(C(=O)O)cc1	-16.0%	29.9%	3.9	-15.1%	24.1%[2.33 µM]	5.4%	-14.8%	-12.1%	1.1%
Cc1cccc(OCC(=O)Nc2cc(S(=O)(=O)N3CCOCC3)ccc2N2CCCC2)c1C	-1.8%	-2.4%	3.2	11.6%	?	-11.8%	-33.1%	18.7%	7.3%
COc1ccccc1-c1oc2ccccc2c1-c1ccc2cc[nH]c2c1	1.4%	36.5%	-1.7	22.4%	-14.6%[0.501 µM]	?	-33.6%	?	1.4%
CC(OC(=O)c1nsc(Cl)c1Cl)C(=O)NC(C)(C)C (stereo unspecified)	-1.4%	48.2%	4.6	2.9%	26.0%[59 µM]	3.9%	-0.3%	10.5%	-7.8%
COc1c(O)ccc2c1CN1CCc3cc4c(cc3C1C2)OCO4 (stereo unspecified)	1.6%	?	?	6.4%	?	?	44.7µM*	?	38.0%[activator]
NS(=O)(=O)c1ccc(CCNS(=O)(=O)c2ccc(Cl)cc2)cc1	-1.0%	24.5%	-3.4	-1.5%	14.4%	-0.7%	-2.7%	-7.1%	1.4%
CC1CCCCC1NC(=O)c1ccncc1 (stereo unspecified)	8.3%	46.8%[activator]	-2.6	-5.4%	57.8%[activator]	-11.5%	-14.1%	-1.9%	4.0%
Cc1c(N=c2scc(-c3ccccc3)n2C)c(=O)n(-c2ccccc2)n1C	2.9%	4.4%	-13.7	-5.1%	-8.1%[59 µM]	?	-18.6%	-5.3%	1.6%
CC(C)(C)NC(=O)CN(C(=O)c1csnn1)c1cccc2c1CCCC2	2.0%	29.4%	0.1	1.5%	9.8%	-4.9%	-7.1%	-5.8%	2.4%
O=C(Sc1ccc(Cl)cc1)c1cccc(Cn2cc(C(F)(F)F)ccc2=O)c1	-4.0%	74.3%[activator]	25.5	-5.6%	2.7%	7.5%	18.2%	-0.2%	3.0%
